Screens deposited in PubChem BioAssay by National Center for Advancing Translational Sciences (NCATS).
NTMT1 inh: NTMT1 methyltransferase inhibition | Q9BV86 | NTMT1 MTase-Glo SAH luminescence, purified enzyme | Potency, µM (doses to about 114 µM), inactives show top-dose activity change, negative = inhibition, hits mostly inhibitors | actives 2.5% (n = 59,000);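 note: plate controls were DMSO vehicle for no effect and no enzyme for full effect; nearly all actives have a fitted effect of over 65% in size; many of its hits are not listed in these tables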
Target sequence (Q9BV86 whole entry, looked up): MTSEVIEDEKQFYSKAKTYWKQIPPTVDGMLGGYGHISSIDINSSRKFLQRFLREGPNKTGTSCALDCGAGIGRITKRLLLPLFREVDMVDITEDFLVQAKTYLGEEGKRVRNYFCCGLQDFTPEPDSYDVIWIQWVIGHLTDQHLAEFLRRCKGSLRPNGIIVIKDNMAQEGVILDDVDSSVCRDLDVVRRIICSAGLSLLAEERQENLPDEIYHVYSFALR
FH mod: Identification of activators of human fumarate hydratase by quantitative high-throughput screening. AID 1347055, 2019. actives 0.22% (n = 54,000). Potency, µM (top dose mostly 79.9 µM), for inactives: at the highest dose activity change, negative = inhibition, most hits filed as inhibitors. Fumarate hydratase, mitochondrial (Homo sapiens), P07954. FH coupled MDH/diaphorase resazurin fluorescence, 15 min; note: the screen sought activators but most active calls are inhibition curves; nearly all actives have a fitted effect of over 45% in size
Target sequence (P07954 whole entry, looked up): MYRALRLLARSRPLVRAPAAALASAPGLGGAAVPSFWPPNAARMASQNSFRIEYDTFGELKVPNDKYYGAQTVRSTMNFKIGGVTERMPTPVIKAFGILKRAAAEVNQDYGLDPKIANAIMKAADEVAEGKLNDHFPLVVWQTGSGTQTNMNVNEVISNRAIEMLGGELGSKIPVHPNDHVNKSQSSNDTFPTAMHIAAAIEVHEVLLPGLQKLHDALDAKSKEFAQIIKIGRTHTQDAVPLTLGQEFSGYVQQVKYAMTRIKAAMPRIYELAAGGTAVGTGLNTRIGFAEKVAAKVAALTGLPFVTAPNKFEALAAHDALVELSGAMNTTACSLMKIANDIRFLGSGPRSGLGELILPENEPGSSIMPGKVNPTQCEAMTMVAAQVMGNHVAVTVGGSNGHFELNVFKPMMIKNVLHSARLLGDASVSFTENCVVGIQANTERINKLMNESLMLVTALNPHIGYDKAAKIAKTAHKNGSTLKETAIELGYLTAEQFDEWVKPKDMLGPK
* marks the source's active call; other numbers are inactive results; ? = inconclusive; & = joins results of further samples; [ ] = remark or other dose. Calls come from the whole dose curve; as a rule, active = well fitted curve in the direction sought with a large enough effect; inconclusive = small, poorly fitted or top-dose-only effect, or another doubt; inactive = no such curve, though single readings can be large; an effect the other way counts as inactive or inconclusive. Unless noted, % is set by controls: 0 for no effect and ±100 for the full control effect; potency is the fitted concentration of half-maximal effect. This is a subset (hit frequency here may not be typical).

SMILES	NTMT1 inh	FH mod
C[C@]12CC[C@@H]3[C@@H](CCC4=CC(=O)CC[C@@H]43)[C@@H]1CC[C@@H]2OC(=O)CCc1ccccc1	18%[57.5 µM]	-11%[53.3 µM]
CCOP(=O)(OCC)Oc1ccc2c(C)cc(=O)oc2c1	-5%[57.5 µM]	2%
CC(C)=CC1C(C(=O)OCc2cccc(Oc3ccccc3)c2)C1(C)C (configuration not stated)	-3%[57.5 µM]	-8%[53.3 µM]
CC(C)(O)C(Cl)(Cl)Cl	10%[57.5 µM]	-7%[53.3 µM]
CC(=O)[C@H]1CC[C@H]2[C@@H]3CC[C@H]4C[C@](C)(O)CC[C@]4(C)[C@H]3CC[C@]12C	32%[activator][57.5 µM]	-20%&-8%[53.3 µM]
Oc1ccc([C@H]2CNCc3c2ccc(O)c3O)cc1O	2.8µM*	31µM*
CCCCCn1cc(C(=O)C2C(C)(C)C2(C)C)c2ccccc21	-3%[57.5 µM]	-4%
COP(=S)(OC)Oc1cc(Cl)c(Cl)cc1Cl	?	-1%[53.3 µM]
CN(C(=O)C(c1ccccc1)c1ccccc1)[C@H](CN1CC[C@H](O)C1)c1ccccc1	-3%[57.5 µM]	1%
CC(=O)O[C@H]1C[C@@H](C)O[C@H]2O[C@@H]3CC4CC[C@@H]5C(CC[C@]6(C)[C@@H](C7=CC(=O)OC7)CC[C@]56O)[C@@]4(C=O)C[C@H]3O[C@]21O (some centres not stated)	-3%[12.6 µM]	6%[20.6 µM]
C[C@H](N)C(=O)c1ccccc1	112µM*	10%[162 µM]
Nc1ncnc2c1ncn2[C@@H]1O[C@@H]2COP(O)(=S)O[C@H]2[C@H]1O (some centres not stated)	16%[12.6 µM]	7%[13.5 µM]
COCC1OC(=O)c2coc3c2C1(C)C1=C(C3=O)C2CCC(=O)C2(C)CC1O (configuration not stated)	7%[29.8 µM]	-1%[53.3 µM]
c1ccc(CCCN2CCN(CCOC(c3ccccc3)c3ccccc3)CC2)cc1	?	-20%&4%[53.3 µM]
FC(F)(F)c1ccc(N2CCNCC2)nc1Cl	4%[57.5 µM]	3%
CC1=C2C[C@H]3[C@@H](CC=C4C[C@@H](O)CC[C@@]43C)[C@@H]2CC[C@]12O[C@@H]1C[C@H](C)CN[C@H]1[C@H]2C	?	6%
CN(C)C(=O)Oc1cc(OC(=O)N(C)C)cc(C(O)CNC(C)(C)C)c1 (configuration not stated)	3%[57.5 µM]	2%[53.3 µM]
CCC1CC2CN3CCc4c([nH]c5ccccc45)C(C(=O)OC)(C2)C13 (configuration not stated)	-4%[29.8 µM]	-1%[53.3 µM]
COC(=O)C1=CCCN(C)C1	-18%&19%[57.5 µM]	-14%&4%&4%[53.3 µM]
CC[C@@H]1/C=C/C=C/C[C@H](C)C(O)[C@](C)(O)C(=O)[C@H](C)C(O)[C@H](C)C(=O)[C@H](C)[C@@H](O)[C@H](C)/C=C/C(=O)O[C@H]2[C@@H](C)[C@@H](CC1)O[C@]1(O[C@H](C[C@H](C)O)[C@H](C)CC1=O)[C@@H]2C (some centres not stated)	7%[12.6 µM]	-2%[20.6 µM]
COC1CC(=C(c2cccs2)c2cccs2)C[N+](C)(C)C1 (configuration not stated)	-5%[57.5 µM]	1%[53.3 µM]
CC(C)NCC(O)c1ccc(N)c(C#N)c1 (configuration not stated)	16%[57.5 µM]	-10%[53.3 µM]
Cc1cccc(Cc2cnc[nH]2)c1C	-22%[57.5 µM]	1%[53.3 µM]
COc1ccc(CC2NCCc3cc(OC)c(OC)cc32)cc1OC (configuration not stated)	-21%[57.5 µM]	9%[53.3 µM]
CCCC(C)C1(CC)C(=O)N=C(S)NC1=O (configuration not stated)	39%[activator][57.5 µM]	-4%[53.3 µM]
CO/C=C(/C(=O)OC)c1ccccc1Oc1cc(Oc2ccccc2C#N)ncn1	?	5%
COC1C(O)C(C)OC(OC2C(CO)O[C@@H](O[C@@H]3CC4CCC5C(CC[C@]6(C)[C@@H](C7=CC(=O)OC7)CC[C@]56O)[C@@]4(C)[C@H](O)C3)C(O)C2O)C1O (some centres not stated)	7%[12.6 µM]	16%[20.6 µM]
CCC(OC(C)=O)C(CC(C)NC)(c1ccccc1)c1ccccc1 (configuration not stated)	13%	4%
CC12CCC3C(C1)c1c(cc(O)c(C(=O)c4ccccc4)c1OC3(C)C)O2 (configuration not stated)	3%[29.8 µM]	-2%[53.3 µM]
CC(=O)O[C@H]1C[C@@H](OC(C)=O)C(C)(C)C2C[C@@H](O)[C@]3(C)C(CC[C@@]4(C)[C@H](C5=CC(=O)OC5O)C[C@H]5O[C@]543)[C@]21C (some centres not stated)	-1%[29.8 µM]	-2%[53.3 µM]
Sc1ccccc1Cl	15%[57.5 µM]	0%[53.3 µM]
Nc1ccccc1C(=O)O	13%[57.5 µM]	-1%[53.3 µM]
N#Cc1ccc(N2CCN(C(=O)COc3ccc4[nH]cc(CCN)c4c3)CC2)cc1	-3%[57.5 µM]	23%
CC(C)(C)OC(=O)c1ncn2c1[C@@H]1CCCN1C(=O)c1c(Br)cccc1-2	9%[57.5 µM]	-1%[53.3 µM]
CO[C@@H]1[C@@H](O)[C@@H](O[C@H]2CC[C@]3(C=O)C4CC[C@]5(C)[C@@H](C6=CC(=O)OC6)CC[C@]5(O)[C@@H]4CC[C@H]3C2)O[C@@H](C)[C@H]1O[C@@H]1O[C@H](CO[C@@H]2O[C@H](CO)[C@@H](O)[C@H](O)[C@H]2O)[C@@H](O)[C@H](O)[C@H]1O (some centres not stated)	5%[12.6 µM]	5%[20.6 µM]
CN1CCCC1CCOC(c1cc2nccc(C(=O)O)c2[nH]1)c1ccccc1Cl (configuration not stated)	9%[57.5 µM]	7%
CCc1[nH]c2ccc(OC)cc2c1CCN(C)C	?	6%
OC(c1ccccc1)(c1ccccc1)C1CCNCC1	13%[57.5 µM]	-9%[53.3 µM]
C[C@]12CC[C@H]3[C@@H](CCC4=CC(=O)CC[C@@H]43)[C@@H]1CC[C@@H]2OC(=O)CCc1ccccc1	2%[57.5 µM]	-8%[53.3 µM]
Nc1ccc(Sc2ccc(N)cc2)cc1	-13%	-15%
CN1C2CCC1CC(OC(=O)N1Cc3ccccc3NC1=O)C2 (configuration not stated)	3%[57.5 µM]	2%
CN1C[C@@H]2CN(c3ccc(-c4ccccc4)nn3)C[C@@H]2C1	15%[57.5 µM]	-3%
COc1cc2c(cc1OC)[C@@]13CCN4CC5=CCO[C@H]6CC(=O)N2[C@H]1[C@H]6[C@H]5C[C@H]43	-8%[29.8 µM]	14%[53.3 µM]
CCOC(C(=O)OCCN(C)C)(c1ccccc1)c1ccccc1	38%[57.5 µM]	-3%[53.3 µM]
CCC(C)(C#N)O[C@@H]1O[C@H](CO)[C@@H](O)[C@H](O)[C@H]1O (some centres not stated)	5%[57.5 µM]	11%
CCc1nn(C)c(C(=O)NCc2ccc(Oc3ccc(C)cc3)cc2)c1Cl	4%[57.5 µM]	-3%
C=C(CO)C(=O)O[C@H]1CC(=C)[C@@H]2C[C@H](O)C(=C)[C@@H]2[C@H]2OC(=O)C(=C)[C@@H]21	-7%[29.8 µM]	3%[53.3 µM]
c1ccc(CN2CCNCC2)cc1	100µM*	31%[162 µM]
NCC(O)c1ccc(O)cc1 (configuration not stated)	7%[57.5 µM]	-8%&-5%[53.3 µM]
Oc1ccc2[nH]cc(CCCCN3CC=C(c4ccccc4)CC3)c2c1	?	-14%[53.3 µM]
C=CCC1([C@H](C)CCC)C(=O)NC(=O)NC1=O	?	1%
C[C@@H]1C[C@@H](O)[C@]2(O)O[C@@H]3C[C@@]4(C=O)C(CC[C@@H]5C4CC[C@]4(C)[C@@H](C6=CC(=O)OC6)CC[C@]54O)C[C@H]3O[C@@H]2O1 (some centres not stated)	-7%[29.8 µM]	-10%[53.3 µM]
N[C@@H](Cc1ccc(N(CCCl)CCCl)cc1)C(=O)O	?	-7%&-1%[53.3 µM]
C[C@@H](CN1CCC2(CC1)C(=O)NCN2c1cccc(F)c1)NC(=O)c1ccc(Br)cc1	2%[57.5 µM]	1%
C=C(C)[C@H]1Cc2c(ccc3c2O[C@@H]2COc4cc(OC)c(OC)cc4[C@@H]2C3=O)O1	-18%&-12%[57.5 µM]	-14%&0%&-7%[53.3 µM]
C=CC(C)(C)c1[nH]c2cccc3c2c1C[C@@H]1[C@@H]3[C@@H](OC(C)=O)[C@H](C)CN1C	1%[29.8 µM]	6%[53.3 µM]
CO[C@H]1[C@@H](O)[C@@H](C)O[C@@H](O[C@@H]2C=C3C(OC(C)=O)CC4(O)C(CC[C@]5(C)[C@@H](C6=CC(=O)OC6)CC[C@]45O)[C@@]3(C)CC2)[C@@H]1O (some centres not stated)	-2%[12.6 µM]	13%[20.6 µM]
C[C@H]1CCCC=CC2C[C@H](O)C[C@@H]2[C@H](O)C=CC(=O)O1 (some centres not stated)	-21%[57.5 µM]	-3%[53.3 µM]
CO[C@H]1[C@H](O)[C@H](O[C@H]2CC[C@]3(C=O)C4CC[C@]5(C)[C@H](C6=CC(=O)OC6)CC[C@]5(O)C4CC[C@@H]3C2)O[C@@H](C)[C@@H]1O (some centres not stated)	0%[29.8 µM]	-1%[53.3 µM]
CCN(CC)C(=O)c1ccc(C2=CC3(CCNCC3)Oc3cccc(O)c32)cc1	?	5%

Record cards, as listed above. Screens in order: NTMT1 inh	FH mod
`CO[C@H]1[C@@H](O)[C@@H](C)O[C@@H](O[C@@H]2C=C3C(OC(C)=O)CC4(O)C(CC[C@]5(C)[C@@H](C6=CC(=O)OC6)CC[C@]45O)[C@@]3(C)CC2)[C@@H]1O` (some centres not stated) in the list: -2%[12.6 µM]	13%[20.6 µM]
`C[C@H]1CCCC=CC2C[C@H](O)C[C@@H]2[C@H](O)C=CC(=O)O1` (some centres not stated) in the list: -21%[57.5 µM]	-3%[53.3 µM]
`CO[C@H]1[C@H](O)[C@H](O[C@H]2CC[C@]3(C=O)C4CC[C@]5(C)[C@H](C6=CC(=O)OC6)CC[C@]5(O)C4CC[C@@H]3C2)O[C@@H](C)[C@@H]1O` (some centres not stated) in the list: 0%[29.8 µM]	-1%[53.3 µM]
`C=CCC1([C@H](C)CCC)C(=O)NC(=O)NC1=O` in the list: ?	1%

(further entries)
SMILES	NTMT1 inh	FH mod
O=C(NCC1CCOCC1)c1cnc(Nc2ccc(Cl)cc2Cl)nc1C(F)(F)F	20%	-12%
C=C1[C@@H](C)[C@H]2[C@H](Cc3ccccc3)NC(=O)[C@]23OC(=O)/C=C/C(=O)CCC[C@@H](C)C/C=C/[C@H]3[C@@H]1O	?	-5%
COc1cccc(NCC(F)Cn2c3ccc(Br)cc3c3cc(Br)ccc32)c1 (configuration not stated)	5%[57.5 µM]	-3%
CCC1(CC)C(=O)C=CNC1=O	20%[57.5 µM]	-5%[53.3 µM]
C[C@]12CC[C@H](O)C[C@@H]1CC[C@@H]1[C@@H]2CC[C@]2(C)[C@@H](C3=CC(=O)OC3)CC[C@]12O	-3%[29.8 µM]	6%[53.3 µM]
CC1N=C(N)OC1c1ccccc1 (configuration not stated)	43%[activator]	10%
CCOC(=O)NC(C)(C)Cc1ccc(Cl)cc1	12%[57.5 µM]	3%[53.3 µM]
CN1[C@H]2C[C@H](OC(=O)[C@H](CO)c3ccccc3)C[C@@H]1[C@@H](O)C2	14%[57.5 µM]	-1%
O=C1c2ccccc2C(=O)C1C(=O)C(c1ccccc1)c1ccccc1	3%[57.5 µM]	-6%[53.3 µM]
Fc1ccc(C(OCCN2CCN(CCCc3ccccc3)CC2)c2ccc(F)cc2)cc1	?	?
CCCCCn1cc(C(=O)Cc2ccccc2OC)c2ccccc21	-2%[57.5 µM]	-9%
CS[C@]1(CO)C(=O)N2[C@H]3C(=CC=C[C@@H]3O)C[C@@]2(SC)C(=O)N1C	13%[29.8 µM]	-2%[53.3 µM]
COC1CC(O[C@H]2CC[C@]3(C)C4CC[C@]5(C)[C@@H](C6=CC(=O)OC6)[C@@H](OC(C)=O)C[C@]5(O)C4CC[C@@H]3C2)OC(C)C1O[C@@H]1O[C@H](CO)[C@@H](O)[C@H](O)[C@H]1O (some centres not stated)	8%[12.6 µM]	1%[20.6 µM]
CN1C(=O)CN=C(c2ccccc2Cl)c2cc(Cl)ccc21	5%[57.5 µM]	16%
COC(=O)C(Cl)C(=O)OC	9%[57.5 µM]	2%[53.3 µM]
CCC(C)(O)C1(C(=O)O)COC(=O)C1 (configuration not stated)	12%	0%
C=C(C)[C@@H]1[C@H]2OC(=O)[C@H]1[C@]1(O)C[C@H]3O[C@]34C(=O)O[C@H]2[C@]14C	13%[57.5 µM]	8%
O=C(Oc1ccc([N+](=O)[O-])cc1)N1CCN(Cc2cccc(Oc3ccccc3)c2)CC1	6%&18%[57.5 µM]	-7%
CN(C)CCc1c[nH]c2ccc(O)cc12	5%	-7%
O=C(N/N=C/c1ccc([N+](=O)[O-])o1)c1cc([N+](=O)[O-])cc([N+](=O)[O-])c1O	-14%[57.5 µM]	?
Cc1cccc([C@H](C)c2cnc[nH]2)c1C	14%[228 µM]	10%[162 µM]
CCC1(CCC(C)C)C(=O)NC(=O)NC1=O	21%	3%

5 of the compounds above, with values under each structure:
Below each SMILES – NTMT1 inh, FH mod
O=C(Oc1ccc([N+](=O)[O-])cc1)N1CCN(Cc2cccc(Oc3ccccc3)c2)CC1
→ 6%&18%[57.5 µM], -7%
O=C(NCC1CCOCC1)c1cnc(Nc2ccc(Cl)cc2Cl)nc1C(F)(F)F
→ 20%, -12%
CCC1(CCC(C)C)C(=O)NC(=O)NC1=O
→ 21%, 3%
Cc1cccc([C@H](C)c2cnc[nH]2)c1C
→ 14%[228 µM], 10%[162 µM]
CCC(C)(O)C1(C(=O)O)COC(=O)C1 (configuration not stated)
→ 12%, 0%
